VP16 counter = counter-screen for ROR gamma inhibitors: Gal4-VP16 reporter; Drosophila S2 Gal4-VP16 UAS-luciferase, luminescence, 20 h; actives 3.5% (n = 310,000); AID 2546; Potency, µM (series often up to 53.6 µM), inactives show top-dose activity, negative = inhibition, actives largely listed as inhibitors;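 also: Gal4-VP16 expression switched on by copper sulfate through the metallothionein promoter; potency is read from the fitted curve at half-maximal effect; % is scaled to controls: 0 for no effect and ±100 for the full control effect; nearly all actives have a fitted effect of over 50% in size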
ELG1 repair inh = ELG1-dependent DNA repair inhibition; HEK293T ELG1-luciferase reporter, luminescence, 16 h; DNA damage induced by 5-fluorouridine; AID 504467; actives 2.3% (n = 330,000); Potency, µM (highest dose often 46.1 µM), inactives show at the highest dose activity change, negative = inhibition, actives largely listed as inhibitors; also: potency is read from the fitted curve at half-maximal effect; % is scaled to controls: 0 for no effect and ±100 for the full control effect; nearly all actives have a fitted effect of over 55% in size
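Overnight (16 hr) co-exposure of 2,000 cells/well to 5-fluorouridine and compound at 37 °C preceded detection. Luciferase was quantified via ONE-Glo luminescence; loss of signal denotes inhibition.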
TRPV1 agonist = agonists of human vanilloid receptor 1 (TRPV1); TRPV1-expressing cells, Fluo-8 calcium influx, agonist mode; activation, % at 8.33 µM; actives 0.19% (n = 320,000); AID 540275; in the data active = activation above about 80%; inconclusive = between about 30% and that limit; also: 0% is about no effect
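Fluo-8 calcium influx in TRPV1-expressing cells, kinetic read (ex 480/em 520 nm). Compound added and read 3 min for agonist activity, followed by capsaicin at EC20 final and 2 min further read for enhancement.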
p53 reactivation = re-activators of mutant p53; H1299 p53-A138V BP100-luciferase reporter, luminescence, 24 h; Potency, µM (doses to about 92.2 µM), for the others: at the highest dose activity change, positive = activation, usual class: activators; actives 0.063% (n = 320,000); AID 504706; also: potency is read from the fitted curve at half-maximal effect; % of control where 0% means no effect; nearly all actives have a fitted effect of over 45% in size
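H1299 (p53-null), stable ts p53-A138V + BP100-Luc; 1000 cells/well, Opti-MEM/10% FBS; cpd 4 pt, 1:5; 24 h, 37 deg C, 5% CO2; detection reagent 10 min RT; luminescence.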
RORg inh = inhibitors of mouse ROR gamma transcriptional activity | P51450 | Drosophila S2 Gal4-RORgamma UAS-luciferase reporter, 20 h | Potency, µM (top dose mostly 53.6 µM), without a hit: at the highest dose activity change, negative = inhibition, usual class: inhibitors | actives 5.4% (n = 310,000) | AID 2551; also: potency is read from the fitted curve at half-maximal effect; % is scaled to controls: 0 for no effect and ±100 for the full control effect; nearly all actives have a fitted effect of over 60% in size
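Stable Schneider cell line, Gal4 DNA-binding domain fused to ROR gamma, UAS-luciferase. Cmpd 1 hr RT → CuSO4 700 uM final → 20 hr RT → luciferase reagent 10 min → luminescence.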
Tb PFK inh = inhibitors of T. brucei phosphofructokinase | O15648 | actives 0.17% (n = 330,000) | Potency, µM (doses to about 57.5 µM), inactives show at the highest dose activity, negative = inhibition, hits mostly inhibitors | T. brucei PFK, ADP-Glo luminescence;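 also: potency is read from the fitted curve at half-maximal effect; 0% = uninhibited 1x PFK enzyme wells and -100% = no-enzyme wells; nearly all actives have a fitted effect of over 60% in size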
Target sequence (O15648 whole entry, looked up): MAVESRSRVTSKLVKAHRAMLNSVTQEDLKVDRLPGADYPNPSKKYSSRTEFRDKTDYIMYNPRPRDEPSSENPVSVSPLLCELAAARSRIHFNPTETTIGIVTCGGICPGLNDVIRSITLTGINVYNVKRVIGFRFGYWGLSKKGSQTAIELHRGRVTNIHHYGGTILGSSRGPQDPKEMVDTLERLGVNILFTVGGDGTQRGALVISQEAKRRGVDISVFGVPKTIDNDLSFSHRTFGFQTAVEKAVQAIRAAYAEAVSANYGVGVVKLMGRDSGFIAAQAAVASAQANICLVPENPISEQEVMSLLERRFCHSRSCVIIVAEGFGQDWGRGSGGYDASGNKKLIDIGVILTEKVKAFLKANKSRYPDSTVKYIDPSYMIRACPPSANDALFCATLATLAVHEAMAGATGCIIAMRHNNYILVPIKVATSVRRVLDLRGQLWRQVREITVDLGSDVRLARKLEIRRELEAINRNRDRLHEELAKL
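1.25 nM PFK with 0.5 mM F6P and 0.1 mM ATP in 0.1 M TEA pH 8.0, 5 mM MgCl2, incubated 45 min at room temperature; ADP measured by ADP-Glo luminescence; compounds titrated up to 57 uM.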
ELG1 genotox = inducers of genotoxicity in HEK293T ELG1-luciferase cells | actives 1.3% (n = 330,000) | HEK293T ELG1-luciferase reporter, luminescence, 16 h | AID 504466 | Potency, µM (doses to about 46 µM), without a hit: at the highest dose activity change, positive = activation, usual class: activators; also: potency is read from the fitted curve at half-maximal effect; % of control where 0% means no effect; nearly all actives have a fitted effect of over 60% in size
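Reporter readout depends on ELG1 protein level, which increases with genetic stress. After 16 hr compound exposure at 37 °C, luciferase activity was quantified using ONE-Glo.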
BRCA1 expr act = activators of BRCA1 expression | AID 624202 | MCF7-BRCA1-FFLuc reporter, luminescence, 48 h; response scale: scaled: vehicle 0%, 10 µM genistein 100% | Potency, µM (series often up to 46.1 µM), for inactives: top-dose activation, hits mostly activators | actives 1.1% (n = 380,000); also: potency is read from the fitted curve at half-maximal effect; nearly all actives have a fitted effect of over 80% in size; some results filed as inactive show a strong effect at the top dose
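Compounds are tested at multiple concentrations on MCF7 BRCA1-luciferase reporter cells seeded at 2000 per well; after 48 h, a single luminescence end-point is taken and curves fitted to the normalized data.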
Rab9 promoter act = activators of Rab9 promoter; AID 485297; actives 2.8% (n = 320,000); Potency, µM (doses to about 9.22 µM), inactives show at the top dose activation, negative = inhibition, usual class: activators; Huh7 Rab9 promoter-luciferase reporter, luminescence, 24 h; also: potency is read from the fitted curve at half-maximal effect; % of control where 0% means no effect; nearly all actives have a fitted effect of over 60% in size
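Luciferase signal after 10 min detection reagent at ambient indicates Rab9 promoter upregulation; stably transfected Huh7 cells were treated 24 h with compound in DMSO at 37 °C, 5% CO2.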
NPC1 promoter act = NPC1 promoter activation; Huh7 NPC1 promoter luciferase reporter, 24 h; Potency, µM (highest dose often 9.22 µM), for inactives: at the top dose activation, actives largely listed as activators; actives 2.4% (n = 320,000);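 also: potency is read from the fitted curve at half-maximal effect; % of control where 0% means no effect; nearly all actives have a fitted effect of over 60% in size; reporter is driven by a mutant NPC1 promoter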
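Huh7 cells stably carrying NPC1 promoter–luciferase, plated in Opti-MEM with 10% FBS for 2 h, were exposed to compound in DMSO for 24 h at 37 °C; luciferase reagent was added for 10 min and luminescence read.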
FLuc modulator = firefly luciferase modulation, counter-screen for miR-21 project. P08659. Potency, µM (highest dose often 57.5 µM), inactives show at the highest dose activity change, negative = inhibition, usual class: inhibitors. purified FLuc, Km substrates, luminescence inhibition. actives 6.9% (n = 360,000). AID 588342;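 also: potency is read from the fitted curve at half-maximal effect; plate controls were vehicle for no effect and reference inhibitor for full effect; nearly all actives have a fitted effect of over 55% in size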
Target sequence (P08659 whole entry, looked up): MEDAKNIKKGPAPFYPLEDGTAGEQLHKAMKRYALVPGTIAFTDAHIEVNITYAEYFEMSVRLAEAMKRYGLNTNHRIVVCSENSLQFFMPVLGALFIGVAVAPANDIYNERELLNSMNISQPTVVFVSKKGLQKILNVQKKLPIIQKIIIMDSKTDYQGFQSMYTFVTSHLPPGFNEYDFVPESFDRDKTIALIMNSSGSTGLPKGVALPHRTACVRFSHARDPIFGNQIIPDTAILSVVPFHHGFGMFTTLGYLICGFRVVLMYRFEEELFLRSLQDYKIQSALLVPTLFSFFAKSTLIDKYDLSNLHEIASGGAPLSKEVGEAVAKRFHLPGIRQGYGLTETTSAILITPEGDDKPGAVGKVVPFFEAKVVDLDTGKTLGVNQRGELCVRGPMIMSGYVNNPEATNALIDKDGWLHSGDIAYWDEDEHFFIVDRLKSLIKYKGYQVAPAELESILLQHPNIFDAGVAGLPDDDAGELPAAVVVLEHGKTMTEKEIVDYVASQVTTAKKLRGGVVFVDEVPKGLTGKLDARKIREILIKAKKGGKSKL
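Biochemical qHTS of compounds, final roughly 60 µM downward over six points, against 10 nM purified firefly luciferase using Km concentrations of substrates (10 uM D-luciferin, 10 uM ATP) in Tris acetate pH 7.5 buffer; luminescence output.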
Active calls of the source: *; ? = inconclusive; . = not tested or not shown; [ ] = remark or other dose. Unless noted, calls follow the shape of the dose curve; as a rule, active = well fitted curve in the direction sought with a large enough effect; inconclusive = small, poorly fitted or top-dose-only effect, or another doubt; inactive = no such curve, though single readings can be large; an effect the other way counts as inactive or inconclusive.

No. | molecule | VP16 counter | ELG1 repair inh | TRPV1 agonist | p53 reactivation | RORg inh | Tb PFK inh
1 | CC1(C)C[C@H](O)[C@]2(CO)CC[C@]3(C)C(=CCC4[C@@]5(C)CC[C@H](O)C(C)(C)C5CC[C@]43C)[C@@H]2C1 (stereo not given in full) | . | -5% | -4 | -3% | . | 0%
2 | CCC(C)NC(=O)N[C@@H](Cc1ccccc1)C(=O)O (stereo not given in full) | -9% | 6% | -2 | 0% | 0% | 6%
3 | COc1ccc(Cl)cc1Nc1nnc(-c2ccncc2)s1 | -5% | ? | 17 | 4% | -12% | 5%
4 | CCOc1ccc2nc(NS(=O)(=O)c3cccs3)sc2c1 | ? | -4% | 1 | . | -6%[1.91 µM] | 3%
5 | O=[N+]([O-])c1ccc(N2CCNCC2)cc1Sc1nc2ccccc2[nH]1 | -3% | 18% | 3 | -35%[inhibitor] | -1% | 0%
6 | COC(=O)Cc1c(C)nc2nc(-c3ccco3)[nH]n2c1=O | -7% | 15% | 2 | 3% | -18% | -2%
7 | CC(C)(C)C(=O)N1CCC(O)(CS(=O)(=O)c2ccc(Cl)c(Cl)c2)CC1 | 2% | -12% | 14 | -4% | -11% | -2%
8 | COc1cccc(NC(=O)CSc2nc3c(sc4ccccc43)c(=O)n2CCCN2CCCC2)c1 | -1% | 0% | -4 | 12% | -22% | -3%
9 | Cc1cc(NC(=O)c2ccc(Br)c([N+](=O)[O-])c2)no1 | -9% | 3% | 18 | ? | -14% | -15%
10 | COC(=O)C(C(=O)NCC1CCCO1)C1CCCCCC1 (stereo not given) | -6% | 5% | 26 | 0% | 1% | 2%
11 | O=C(NCc1cccnc1)/C(=C/c1ccc(-c2cccc(C(F)(F)F)c2)o1)NC(=O)c1ccccc1 | -14% | ? | 21 | -6% | ? | 0%
12 | CC(=O)Nc1ccc(NC2=C(Cl)C(=O)c3ccccc3C2=O)cc1 | -8% | ? | 3 | 5% | ? | -3%

No. | ELG1 genotox | BRCA1 expr act | Rab9 promoter act | NPC1 promoter act | FLuc modulator
1 | 6% | 1% | 0% | -5% | 1%
2 | 0% | -16% | 13% | 1% | -2%
3 | 5% | 18% | 1% | 2% | -2%
4 | 1% | 23% | 8% | -2% | ?
5 | -1% | -40% | 0% | 6% | 2%
6 | 0% | -17% | 5% | 1% | -9%
7 | 5% | 9% | -2% | -5% | 6%
8 | 1% | -2% | -1% | -2% | 2%
9 | 6% | -14% | 6% | 1% | 1%
10 | 1% | -28% | 1% | 0% | 0%
11 | -4% | -57% | 0% | -3% | -2%
12 | ? | -79%[inhibitor] | -46%[inhibitor] | -14% | ?

Entries listed so far containing a Cl atom (three):
No. | molecule | VP16 counter | ELG1 repair inh | TRPV1 agonist | p53 reactivation | RORg inh | Tb PFK inh
3 | COc1ccc(Cl)cc1Nc1nnc(-c2ccncc2)s1 | -5% | ? | 17 | 4% | -12% | 5%
7 | CC(C)(C)C(=O)N1CCC(O)(CS(=O)(=O)c2ccc(Cl)c(Cl)c2)CC1 | 2% | -12% | 14 | -4% | -11% | -2%
12 | CC(=O)Nc1ccc(NC2=C(Cl)C(=O)c3ccccc3C2=O)cc1 | -8% | ? | 3 | 5% | ? | -3%

No. | ELG1 genotox | BRCA1 expr act | Rab9 promoter act | NPC1 promoter act | FLuc modulator
3 | 5% | 18% | 1% | 2% | -2%
7 | 5% | 9% | -2% | -5% | 6%
12 | ? | -79%[inhibitor] | -46%[inhibitor] | -14% | ?

Remaining list, next part:
No. | molecule | VP16 counter | ELG1 repair inh | TRPV1 agonist | p53 reactivation | RORg inh | Tb PFK inh
13 | CC(C)NC(=O)c1ccc(CN2CCc3ccccc3C2)cc1 | 0% | -4% | 0 | . | 2% | 3%
14 | CC(=O)c1c(O)c2ccccc2n(C(C)C)c1=O | -2% | -14% | -3 | -6% | -18% | 1%
15 | COc1ccc(CCN(Cc2nc3ccccc3c(=O)[nH]2)C(=O)C2CC2)cc1 | 13µM* | ? | 0 | 11% | 3.2µM* | -1%
16 | Cn1cc([N+](=O)[O-])c(C(=O)N2CCN(Cc3ccc4c(c3)OCO4)CC2)n1 | -7% | 6% | -4 | -23% | -12% | -10%
17 | CCOC(=O)/C(C#N)=C1/C=C(C)NC(c2ccccc2O)=N1 | ? | -28% | 0 | -21% | ? | -1%
18 | Clc1ccc(-c2nnc(-c3cccnc3)o2)cc1 | 1% | ? | 7 | . | ? | 5%
19 | CC(C)CCOP(=O)(c1ccc(N(C)C)cc1)C(O)c1ccccc1F (stereo not given) | -2% | ? | 4 | -19% | -1% | 11%[0.46 µM]
20 | O=C1CCCC2=C1Sc1ccccc1N2 | 2% | ? | 2 | 1% | 0% | -11%
21 | CCN(CC(=O)NC(=O)Nc1ccccc1F)Cc1ccccc1 | . | 17% | ? | 1% | . | -9%
22 | Cc1ccc2nc(-c3ccncc3)c(NC3CCCCC3)n2c1 | -16% | ? | ? | -1% | 17% | -1%
23 | COc1ccc([N+](=O)[O-])cc1NCc1cccnc1 | -6%[10 µM] | -22% | -8 | -2% | 4% | -1%
24 | CCOC(=O)C1=CN(Cc2cccc(F)c2)S(=O)(=O)NC1c1ccccc1 (stereo not given) | . | -3% | . | -4% | . | -1%

No. | ELG1 genotox | BRCA1 expr act | Rab9 promoter act | NPC1 promoter act | FLuc modulator
13 | 5% | -2% | 0% | -7% | 3%
14 | -5% | 0% | 10% | -3% | -12%
15 | -9% | -8% | 2% | -5% | 0%
16 | 10% | 12% | . | -4% | -3%
17 | -12% | -100%[inhibitor] | -14% | -7% | ?
18 | ? | 7.9µM* | ? | ? | ?
19 | 5% | -56% | 4% | -5% | -1%
20 | -4% | -12% | 0% | 5% | -15%
21 | 18µM* | 19% | 1% | -8% | 2%
22 | 4% | 2% | -2% | -4% | -9%
23 | ? | -1% | -3% | 7% | -8%
24 | 1% | -1% | . | . | .

(cont.)
No. | molecule | VP16 counter | ELG1 repair inh | TRPV1 agonist | p53 reactivation | RORg inh | Tb PFK inh
25 | O=C(CNC(=O)c1ccco1)NCC(=O)OCc1ccc(Cl)cc1 | -8% | 2% | -2 | 1% | -8% | -5%
26 | COC(=O)Cc1c(C)c2ccc(OCC(=O)NCc3ccc4c(c3)OCO4)cc2oc1=O | -1% | ? | 3 | -3% | -1% | -5%
27 | CCN1CCN(C(c2cccs2)C(C)NC(=O)c2ccccc2OC)CC1 (stereo not given) | -6% | 13% | 5 | ? | -42% | -3%
28 | COc1ccccc1NC(=O)C1CCN(S(C)(=O)=O)CC1 | -14% | 1% | 5 | ? | -5%[1.91 µM] | -9%
29 | CCn1c(CNc2ccc(F)cc2)nnc1SCCN1CCCCC1 | -4% | -1% | -1 | 2% | -18% | -2%
30 | CCOC(=O)c1cn[nH]c1NC(=S)Nc1ccc(OC)cc1 | -9% | ? | -5 | -5% | 24% | 0%
31 | COc1ccc(NC(=O)CCNS(=O)(=O)c2ccccc2F)cc1S(N)(=O)=O | 0% | 12% | -3 | -2% | 8% | 3%
32 | Cc1ccc(NC(=O)c2cc(-c3cccs3)on2)cc1 | 15% | ? | 0 | ? | 31% | 4%
33 | O=C(NCCS(=O)(=O)N1CCCCCC1)c1ccc(F)cc1 | . | 29% | 11 | -3% | . | -12%
34 | CCOc1nc(Nc2ccc(F)cc2)nc(N2CCN(c3ccc(OC)cc3)CC2)n1 | 1% | ? | 5 | 2% | -31% | -3%
35 | CCOC(=O)CNC(=O)CSc1cc(C)nc2ccc(OC)cc12 | -8% | ? | 4 | 14% | -23% | 1%
36 | CNc1nc(SCc2ccccc2)nc(N2CCOCC2)n1 | . | -10% | 3 | -7% | 25%[0.365 µM] | -10%
37 | Cc1nc(C)n(C(C)CNS(=O)(=O)c2ccc(Cl)cc2)n1 (stereo not given) | 0% | 5% | 0 | 3% | 0% | 0%
38 | COCCCn1c(SCC(=O)N2CCc3ccccc32)nnc1-c1ccco1 | -1% | -26% | 3 | ? | -26% | 4%

No. | ELG1 genotox | BRCA1 expr act | Rab9 promoter act | NPC1 promoter act | FLuc modulator
25 | 2% | 0% | -1% | -3% | 0%
26 | -2% | -9% | -2% | 5% | 14%
27 | 1% | -8% | -9% | 5% | 0%
28 | 4% | 10% | -1% | -3% | -2%
29 | 0% | -11% | 3% | -4% | 8%
30 | ? | 3% | 0.32µM* | 0.28µM* | 0.19µM*
31 | 0% | -11% | 3% | -3% | 2%
32 | 11µM* | 81% | -1% | -2% | 2.4µM*
33 | 1% | -3% | -4% | 0% | 0%
34 | 0% | -42% | -2% | -2% | 5%
35 | ? | -20% | 3.2µM* | 4µM* | 6.7µM*
36 | 8% | -7% | -3% | 5% | 2%
37 | 0% | -13% | 2% | -4% | -2%
38 | 0% | 8% | 3% | 1% | -1%
